Hsp70 act = switches on Hsp70 transcription. activation, % at 10 µM. HeLa Hsp70 promoter luciferase reporter, luminescence; scaled: vehicle 0, proteasome-inhibitor control 100%. 200,000 compounds, 0.04% hits;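 active = activation above the mean across all tested compounds plus 3 SD, cutoff set per campaign, cut at about 5.5% in these data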;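 also: 100% = MG132 at 30 µM as the positive control and 0% = DMSO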
STAT1 act = activators of IFN-gamma induced STAT1 signaling | NIH 3T3 STAT1-luciferase reporter, luminescence; 100% = IFN-gamma alone, no compound | activation (% of control), % at 5.5 µM | 200,000 compounds, 2.6% hits;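 active = activation above the screen-wide mean activation plus 3 SD, cut at about 130% in these data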;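 also: raw ratio to IFN-gamma control signal so 100% means no change and 0% no light; values of inactives mirror those of a sister screen read the other way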
APP 5'UTR act = activates APP 5'UTR luciferase reporter. 190,000 compounds, 1% hits. SH-SY5Y APP 5'UTR luciferase reporter, luminescence; zero percent = DMSO vehicle wells. activation, % at 2 µM;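 active = activation above a set limit, based on mean plus 3 SD of controls, cut at about 140% in these data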; also: values of inactives mirror those of a sister screen read the other way
STAT3 activator = increases IL-6 driven STAT3 reporter signal | U3A cells, IL-6 STAT3-luciferase reporter, luminescence; 100% = signal with IL-6 EC80 alone | activation (% of control), % at 5.6 µM | 190,000 compounds, 0.91% hits | AID 871;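 active = activation above the screen-wide mean of compound activation plus 3 SD, cut at about 130% in these data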;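 also: 0% = background luminescence of wells with medium and substrate only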
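Material: human U3A cells carrying STAT3-luciferase construct. Measured by: reporter luminescence signal. Timing: compound 1 h, then IL-6 6 h at 37 °C.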
HMGR II inh = inhibitors of class II HMG-CoA reductase from Enterococcus faecalis; purified E. faecalis HMGR, NADPH absorbance 340 nm kinetic; inhibition, % at 10 µM; 190,000 compounds, 0.41% hits; AID 1066;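 active = inhibition above a set limit, the median over all tested compounds plus 3 SD, cut at about 9.5% in these data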;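 also: enzyme runs in reverse so mevalonate oxidation gives rising NADPH absorbance; 0% = complete reaction with DMSO and 100% = background rate lacking mevalonate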
DTT redox prof = compounds producing H2O2 with reducing agent – biochemical, NIH compound library profiling, artefact control for MLSCN library redox annotation, primary screen; 200,000 compounds, 0.03% hits; AID 878; activation, % at 10 µM; DTT-dependent redox cycling H2O2, phenol red/HRP absorbance; 100% = 100 µM peroxide control, 0% = buffer;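 active = activation of at least 50% relative to the plate's high and low controls in the primary single-dose screen; inactive = activation below 50%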;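 also: compound incubated with DTT at 0.8 mM final as the reducing agent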
TLR4 MyD88 comp = TLR4-MyD88 interaction inhibition in cells; O00206+Q99836; HeLa CL3-4 TLR4/MyD88 BLA complementation, FRET ratio; inhibition, % at 8.4 µM; 200,000 compounds, 0.18% hits; AID 861; in the data active = inhibition above about 25%;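 also: 0% = vehicle and 100% = reference inhibitor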
Target sequence (O00206 whole entry, looked up): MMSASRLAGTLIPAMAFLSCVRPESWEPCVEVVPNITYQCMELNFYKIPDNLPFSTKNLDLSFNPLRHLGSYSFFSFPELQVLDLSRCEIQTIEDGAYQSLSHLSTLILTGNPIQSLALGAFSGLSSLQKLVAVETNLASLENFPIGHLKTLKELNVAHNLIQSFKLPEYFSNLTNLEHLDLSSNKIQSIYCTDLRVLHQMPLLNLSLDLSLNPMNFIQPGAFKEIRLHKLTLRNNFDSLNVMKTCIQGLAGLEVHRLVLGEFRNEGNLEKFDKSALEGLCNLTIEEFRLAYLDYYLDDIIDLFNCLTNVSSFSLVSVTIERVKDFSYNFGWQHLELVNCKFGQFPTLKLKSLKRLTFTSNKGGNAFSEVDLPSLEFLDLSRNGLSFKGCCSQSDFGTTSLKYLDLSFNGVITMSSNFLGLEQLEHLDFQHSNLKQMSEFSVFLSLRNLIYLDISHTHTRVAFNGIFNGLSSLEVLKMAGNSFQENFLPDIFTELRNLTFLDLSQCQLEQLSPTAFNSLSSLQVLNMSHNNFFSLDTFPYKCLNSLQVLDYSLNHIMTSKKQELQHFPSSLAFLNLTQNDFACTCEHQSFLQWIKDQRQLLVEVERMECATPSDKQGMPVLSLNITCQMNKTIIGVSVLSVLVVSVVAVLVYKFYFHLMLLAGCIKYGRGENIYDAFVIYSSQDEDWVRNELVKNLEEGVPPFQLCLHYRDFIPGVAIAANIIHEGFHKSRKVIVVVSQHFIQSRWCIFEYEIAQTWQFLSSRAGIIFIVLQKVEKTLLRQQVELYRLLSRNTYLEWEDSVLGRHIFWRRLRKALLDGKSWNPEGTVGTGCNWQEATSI
Target sequence (Q99836 whole entry, looked up): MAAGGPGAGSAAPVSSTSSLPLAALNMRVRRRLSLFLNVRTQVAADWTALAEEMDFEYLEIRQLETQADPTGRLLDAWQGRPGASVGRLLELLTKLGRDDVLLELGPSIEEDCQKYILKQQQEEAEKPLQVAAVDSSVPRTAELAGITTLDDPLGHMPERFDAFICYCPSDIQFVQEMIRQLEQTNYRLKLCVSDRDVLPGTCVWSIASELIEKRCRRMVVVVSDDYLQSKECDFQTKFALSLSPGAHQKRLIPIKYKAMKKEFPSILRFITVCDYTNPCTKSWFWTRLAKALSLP
NF-kB expr up = raises NF-kB expression in human neuronal cells. NF-kB reporter expression; active compounds read high. fold change at 12.5 µM. 190,000 compounds, 1.6% hits. AID 1239; in the data active = fold change above about 3.3
STAT1 blocker = reduces IFN-gamma driven STAT1 reporter signal; NIH 3T3 STAT1-luciferase reporter, luminescence; inhibition, % at 5.5 µM; 200,000 compounds, 0.35% hits; AID 920;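 active = inhibition above a set limit, the mean inhibition across all tested compounds plus 3 SD, cut at about 34% in these data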;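 also: 0% = IFN-gamma with DMSO and 100% = IFN-gamma with 300 µM nifuroxazide; values of inactives mirror those of a sister screen read the other way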
STAT3 blocker = STAT3 signaling inhibition; inhibition, % at 5.5 µM; U3A cells, IL-6 STAT3-luciferase reporter, luminescence; host cell line lacks STAT1; 190,000 compounds, 0.89% hits;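 active = inhibition above the mean inhibition across all screened compounds plus 3 SD, cut at about 44% in these data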;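 also: 0% = DMSO only wells and 100% = 100 µM nifuroxazide control wells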
An asterisk follows results filed as active.

How did O=S(=O)(N/N=C/c1ccccc1F)c1ccccc1 do in these assays?
Hsp70 act: -0.2; STAT1 act: 101; APP 5'UTR act: 0; STAT3 activator: 104; HMGR II inh: 3; DTT redox prof: -1.4; TLR4 MyD88 comp: 1; NF-kB expr up: 1.4; STAT1 blocker: -2; STAT3 blocker: -2

How did O=C(NCCN1C(=O)C2C3C=CC(C3)C2C1=O)N1CCCCC1 (configuration not stated) do in these assays?
Hsp70 act: 0.2; STAT1 act: 99; APP 5'UTR act: -7; STAT3 activator: 97; HMGR II inh: 2; DTT redox prof: -0.3; TLR4 MyD88 comp: -6; NF-kB expr up: 1.2; STAT1 blocker: 2; STAT3 blocker: 9

Results for NC1=NC(c2cccc(O)c2)n2c(nc3ccccc32)N1 (configuration not stated) ?
Hsp70 act: 0.0; STAT1 act: 99; APP 5'UTR act: -12; STAT3 activator: 104; HMGR II inh: 0; DTT redox prof: 0.3; TLR4 MyD88 comp: 19; NF-kB expr up: 1.2; STAT1 blocker: 1; STAT3 blocker: -1

How did O=C(c1ccco1)N1CCN(C(=O)c2ccccc2[N+](=O)[O-])CC1 do in these assays?
Hsp70 act: -0.2; STAT1 act: 97; APP 5'UTR act: 8; STAT3 activator: 98; HMGR II inh: 1; DTT redox prof: -0.3; TLR4 MyD88 comp: 7; NF-kB expr up: 1.1; STAT1 blocker: 1; STAT3 blocker: 8

What do the screens show for `Cn1cnnc1SCC(=O)Nc1ccc(N2CCOCC2)cc1`?
Hsp70 act: -0.1; STAT1 act: 97; APP 5'UTR act: 6; STAT3 activator: 101; HMGR II inh: -5; DTT redox prof: -1.5; TLR4 MyD88 comp: -8; NF-kB expr up: 1.1; STAT1 blocker: 2; STAT3 blocker: 2

What do the screens show for `O=C(Nc1ccccc1Cl)N1C2CCC1CC(O)(c1cccnc1)C2` (configuration not stated)?
Hsp70 act: 0.0; STAT1 act: 101; APP 5'UTR act: -9; STAT3 activator: 106; HMGR II inh: -7; DTT redox prof: 0.2; TLR4 MyD88 comp: 6; NF-kB expr up: 1.2; STAT1 blocker: -2; STAT3 blocker: -2

What do the screens show for `CC1(C)CC(=O)c2sc(NS(C)(=O)=O)nc2C1`?
Hsp70 act: -0.4; STAT1 act: 96; APP 5'UTR act: 1; STAT3 activator: 98; HMGR II inh: 2; DTT redox prof: -0.8; TLR4 MyD88 comp: -9; NF-kB expr up: 0.93; STAT1 blocker: 1; STAT3 blocker: 4

Results for C[C@@H](CN1C2=NC[C@H](Cc3ccccc3)N2C[C@H]1Cc1ccc(O)cc1)NC(=O)CCC1CCCCC1 ?
Hsp70 act: -0.2; STAT1 act: 95; APP 5'UTR act: 25; HMGR II inh: 0; DTT redox prof: -0.6; TLR4 MyD88 comp: -6; NF-kB expr up: 0.8; STAT1 blocker: 7

Results for COc1ccc(/C(N)=N/OC(=O)Cc2cccs2)cc1 ?
Hsp70 act: -0.1; STAT1 act: 139*; APP 5'UTR act: 65; STAT3 activator: 105; HMGR II inh: 1; DTT redox prof: 0.2; TLR4 MyD88 comp: -14; NF-kB expr up: 2.7; STAT1 blocker: -44; STAT3 blocker: -9

Results for Cc1ccc(O)c(NC(=S)NC(=O)c2ccccc2Cl)c1 ?
Hsp70 act: -0.2; STAT1 act: 106; APP 5'UTR act: 28; STAT3 activator: 114; HMGR II inh: 4; DTT redox prof: 0.2; TLR4 MyD88 comp: -4; NF-kB expr up: 1.9; STAT1 blocker: -7; STAT3 blocker: -16

A portion taken from the entries so far:
Results for NC1=NC(c2cccc(O)c2)n2c(nc3ccccc32)N1 (configuration not stated) ?
Hsp70 act: 0.0; STAT1 act: 99; APP 5'UTR act: -12; STAT3 activator: 104; HMGR II inh: 0; DTT redox prof: 0.3; TLR4 MyD88 comp: 19; NF-kB expr up: 1.2; STAT1 blocker: 1; STAT3 blocker: -1

How did O=C(c1ccco1)N1CCN(C(=O)c2ccccc2[N+](=O)[O-])CC1 do in these assays?
Hsp70 act: -0.2; STAT1 act: 97; APP 5'UTR act: 8; STAT3 activator: 98; HMGR II inh: 1; DTT redox prof: -0.3; TLR4 MyD88 comp: 7; NF-kB expr up: 1.1; STAT1 blocker: 1; STAT3 blocker: 8

Later entries.
Results for Cc1cc(Oc2ccc(OCC(N)=O)nn2)nc(Cl)n1 ?
Hsp70 act: -0.1; STAT1 act: 111; APP 5'UTR act: -8; STAT3 activator: 99; HMGR II inh: 4; DTT redox prof: 0.0; TLR4 MyD88 comp: 1; NF-kB expr up: 1.1; STAT1 blocker: -15; STAT3 blocker: 4

How did O=C(O)c1ccc(Sc2nnc(-c3cccc(Br)c3)o2)c([N+](=O)[O-])c1 do in these assays?
Hsp70 act: -0.5; STAT1 act: 103; APP 5'UTR act: -6; STAT3 activator: 106; HMGR II inh: 0; DTT redox prof: 0.2; TLR4 MyD88 comp: -2; NF-kB expr up: 0.87; STAT1 blocker: -2; STAT3 blocker: -6

Results for O=C(NNc1nc2ccccc2s1)C1CC1 ?
Hsp70 act: -0.1; STAT1 act: 101; APP 5'UTR act: 6; STAT3 activator: 106; HMGR II inh: 6; DTT redox prof: -2.6; TLR4 MyD88 comp: 3; NF-kB expr up: 0.95; STAT1 blocker: -1; STAT3 blocker: 1

What do the screens show for `CC(C)n1c(CCC(=O)O)ccc1-c1ccccc1`?
Hsp70 act: -0.2; STAT1 act: 105; APP 5'UTR act: -7; STAT3 activator: 99; HMGR II inh: -1; DTT redox prof: -0.6; TLR4 MyD88 comp: -7; NF-kB expr up: 1; STAT1 blocker: -6; STAT3 blocker: 6

What do the screens show for `CC(C)N=C1SCC(C)(/C=N/O)S1` (configuration not stated)?
Hsp70 act: -0.4; STAT1 act: 102; APP 5'UTR act: 9; STAT3 activator: 96; HMGR II inh: -5; DTT redox prof: 2.3; TLR4 MyD88 comp: -5; NF-kB expr up: 0.86; STAT1 blocker: -2; STAT3 blocker: 5

How did O=Cc1cn[nH]c1-c1cccc([N+](=O)[O-])c1 do in these assays?
Hsp70 act: -0.2; STAT1 act: 97; APP 5'UTR act: 27; STAT3 activator: 108; HMGR II inh: -1; DTT redox prof: -0.1; TLR4 MyD88 comp: 11; NF-kB expr up: 1.1; STAT1 blocker: 1; STAT3 blocker: -7

What do the screens show for `Cc1nc2nc(-c3ccccc3)cn2nc1C`?
Hsp70 act: 0.3; STAT1 act: 122; APP 5'UTR act: 98; STAT3 activator: 103; HMGR II inh: -4; DTT redox prof: 0.4; TLR4 MyD88 comp: -17; NF-kB expr up: 4.7*; STAT1 blocker: -26; STAT3 blocker: 0

What do the screens show for `O=C(/C=C/c1c(Cl)nc2ccccn12)N1CCCCC1`?
Hsp70 act: -0.1; STAT1 act: 116; APP 5'UTR act: 34; STAT3 activator: 90; HMGR II inh: 3; DTT redox prof: -0.2; TLR4 MyD88 comp: 2; NF-kB expr up: 1.6; STAT1 blocker: -20; STAT3 blocker: 16

What do the screens show for `Cc1nnc(SCC(=O)N/N=C/c2cn(-c3ccccc3)nc2-c2ccc(F)cc2)n1-c1ccccc1`?
Hsp70 act: -0.2; STAT1 act: 106; APP 5'UTR act: -2; STAT3 activator: 92; HMGR II inh: -2; DTT redox prof: 0.1; TLR4 MyD88 comp: -9; NF-kB expr up: 1.1; STAT1 blocker: -6; STAT3 blocker: 10

How did COc1ccc2c(c1OC)C(=O)OC2Nc1ncccc1C (configuration not stated) do in these assays?
Hsp70 act: -0.1; STAT1 act: 97; APP 5'UTR act: -7; STAT3 activator: 102; HMGR II inh: -4; DTT redox prof: -3.1; TLR4 MyD88 comp: 13; NF-kB expr up: 1.1; STAT1 blocker: 3; STAT3 blocker: 1

How did CCOC(=O)c1c(C)n(C)c2ccc(OC)c(NC(=O)CN3CCN(Cc4ccccc4)CC3)c12 do in these assays?
Hsp70 act: -0.5; STAT1 act: 104; APP 5'UTR act: -7; STAT3 activator: 100; HMGR II inh: 6; DTT redox prof: 1.3; TLR4 MyD88 comp: -3; NF-kB expr up: 1.1; STAT1 blocker: -5; STAT3 blocker: 2

How did O=C(CN1C(=O)c2cccc3cccc1c23)Nc1cccnc1 do in these assays?
Hsp70 act: -0.3; STAT1 act: 94; APP 5'UTR act: 12; STAT3 activator: 106; HMGR II inh: -3; DTT redox prof: 2.2; TLR4 MyD88 comp: 3; NF-kB expr up: 1.1; STAT1 blocker: 6; STAT3 blocker: -3

What do the screens show for `NS(=O)(=O)c1ccc(NC(=S)N2CCC(O)CC2)cc1`?
Hsp70 act: 0.1; STAT1 act: 95; APP 5'UTR act: 6; STAT3 activator: 110; HMGR II inh: 4; DTT redox prof: 0.2; TLR4 MyD88 comp: 9; NF-kB expr up: 0.96; STAT1 blocker: 3; STAT3 blocker: -7

Results for CCc1ccc(NC(=O)N(CCN(C)C)C(C)c2cccnc2)cc1 (configuration not stated) ?
Hsp70 act: -0.2; STAT1 act: 79; APP 5'UTR act: 8; STAT3 activator: 93; HMGR II inh: 3; DTT redox prof: -1.5; TLR4 MyD88 comp: -2; NF-kB expr up: 1.4; STAT1 blocker: 24; STAT3 blocker: 17

What do the screens show for `CCCCSc1nnc(C)c(=O)[nH]1`?
Hsp70 act: -0.4; STAT1 act: 101; APP 5'UTR act: -3; STAT3 activator: 98; DTT redox prof: -0.4; TLR4 MyD88 comp: -2; NF-kB expr up: 1.3; STAT1 blocker: -1; STAT3 blocker: 6

Results for Cc1ccc(F)cc1NC(=O)c1cccc(N(C)C)c1 ?
Hsp70 act: 0.2; STAT1 act: 119; APP 5'UTR act: 3; STAT3 activator: 86; HMGR II inh: 7; DTT redox prof: -0.1; TLR4 MyD88 comp: -14; NF-kB expr up: 1.4; STAT1 blocker: -21; STAT3 blocker: 24

Results for COc1ccc(NC(=O)CN(Cc2ccccc2)S(C)(=O)=O)c(OC)c1 ?
Hsp70 act: -0.4; STAT1 act: 107; APP 5'UTR act: 6; STAT3 activator: 99; HMGR II inh: -3; DTT redox prof: -3.1; TLR4 MyD88 comp: 4; NF-kB expr up: 0.9; STAT1 blocker: -8; STAT3 blocker: 5

Results for CCOC(=O)c1sc2nc(CSc3ccccc3)[nH]c(=O)c2c1C ?
Hsp70 act: 0.3; STAT1 act: 95; APP 5'UTR act: 16; STAT3 activator: 102; HMGR II inh: 5; DTT redox prof: -0.6; TLR4 MyD88 comp: 5; NF-kB expr up: 1.2; STAT1 blocker: 6; STAT3 blocker: 6

Results for Cc1nc2c(c3c1[nH]c1ccccc13)C(O)CC(C)(C)C2 (configuration not stated) ?
Hsp70 act: -0.3; STAT1 act: 99; APP 5'UTR act: 0; STAT3 activator: 98; HMGR II inh: -2; DTT redox prof: -0.6; TLR4 MyD88 comp: 1; NF-kB expr up: 0.88; STAT1 blocker: 2; STAT3 blocker: -1

How did Cc1cccc(CS(=O)(=O)Cc2ccc(C(=O)NCc3cccs3)o2)c1 do in these assays?
Hsp70 act: -0.4; STAT1 act: 100; APP 5'UTR act: -12; STAT3 activator: 108; HMGR II inh: 0; DTT redox prof: -0.5; TLR4 MyD88 comp: -2; NF-kB expr up: 0.92; STAT1 blocker: -1; STAT3 blocker: -7

Bioassay records (PubChem BioAssay)
